# PLC-gamma1 inh – PLC-gamma1 (human) inhibition, primary screen; purified PLC-gamma1, fluorogenic substrate, fluorescence; P19174; 0.84% of 370,000 active; inhibition, % at 12.2 µM; in the data active = inhibition above about 9.5%
# SIAE primary – blocks human sialic acid acetylesterase; inhibition, % at 9.66 µM; Q9HAT2; 0.69% of 370,000 active; SIAE FP-Rh probe binding, fluorescence polarization;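 active = inhibition above a cutoff: mean of compounds within the control limits plus 3 SD of those, cut at about 17% in these data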;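 note: 0% = plate median of compound wells and 100% = probe without SIAE protein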
# Tn7 DDE FP – inhibitors of Tn7 peptide binding to human fibrin DD(E) | inhibition, % at 8.3 µM | FP displacement of FITC-Tn7 peptide from fibrin DD(E); 0% = median of compound wells per plate | 0.13% of 370,000 active | P02675;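 active = inhibition above the mean of compounds falling within the control limits plus 3 SD of them, cut at about 14% in these data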;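 note: 0% = plate median of compound wells and 100% = 10 µM Aha-Tn7 peptide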
# Target sequence (P02675 whole entry, looked up): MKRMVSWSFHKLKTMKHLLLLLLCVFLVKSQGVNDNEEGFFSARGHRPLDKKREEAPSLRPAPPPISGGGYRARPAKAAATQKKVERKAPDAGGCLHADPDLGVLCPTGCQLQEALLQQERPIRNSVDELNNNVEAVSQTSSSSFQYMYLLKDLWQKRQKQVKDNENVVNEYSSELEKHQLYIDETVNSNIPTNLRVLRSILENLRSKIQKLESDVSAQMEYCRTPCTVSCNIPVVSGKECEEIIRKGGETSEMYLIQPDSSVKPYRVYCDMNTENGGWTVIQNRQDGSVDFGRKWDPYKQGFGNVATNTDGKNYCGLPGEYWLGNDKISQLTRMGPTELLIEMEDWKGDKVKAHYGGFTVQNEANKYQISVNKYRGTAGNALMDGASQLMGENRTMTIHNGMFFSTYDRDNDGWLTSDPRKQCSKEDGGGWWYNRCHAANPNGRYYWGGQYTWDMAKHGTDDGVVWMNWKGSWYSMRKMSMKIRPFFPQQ
#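 Also added: labelled Tn7 tracer, 0.1 µM; Assay system: human fibrin DD(E) protein; Amount: 2 µM fibrin DD(E); Schedule: 10 min compound pre-incubation, 3 h probe incubation at room temperature; Repeats: one replicate per compound; Read-out basis: percent inhibition; Measured by: fluorescence polarization of the labelled Tn7 tracer.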
# PLC-beta3 inh – PLC-beta3 (human) inhibition, primary screen | Purified PLC-beta3, fluorogenic substrate, fluorescence | inhibition, % at 12.2 µM | 0.18% of 370,000 active; in the data active = inhibition above about 11%;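 note: 0% = median of compound wells on plate and 100% = full blocker control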
# TDP2 absorb – blocks human TDP2 phosphodiesterase activity. 0.34% of 370,000 active. inhibition, % at 12.8 µM. O95551. recombinant TDP2, T5PNP hydrolysis, p-nitrophenol absorbance 415 nm;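 active = inhibition above the mean of all tested compounds plus 3 SD, set per campaign, cut at about 25% in these data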;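 note: 0% = DMSO with enzyme and 100% = buffer with substrate but no TDP2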
#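 test system = human TDP2 enzyme | input = TDP2 enzyme at 120 nM final | medium = 50 mM Tris-HCl pH 7.5 with Mg2+, KCl, DTT, BSA | also added = T5PNP substrate, 5 mM | times = 2 h at 37 °C | technique = epi absorbance | benchmarks = high control without enzyme, low control DMSO plus TDP2 | replication = each compound tested once, singlicate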
# ADAM17 inh – ADAM17 inhibition, QFRET primary screen | P78536 | recombinant ADAM17, EDANS/DABCYL FRET peptide cleavage | inhibition, % at 6.95 µM | 0.83% of 370,000 active | AID 720648;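 active = inhibition above the mean of compounds lying between control limits plus 3 SD, set per campaign, cut at about 8.5% in these data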;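 note: 0% = DMSO-only wells as the low control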
# Target sequence (P78536 215-824 limits assumed): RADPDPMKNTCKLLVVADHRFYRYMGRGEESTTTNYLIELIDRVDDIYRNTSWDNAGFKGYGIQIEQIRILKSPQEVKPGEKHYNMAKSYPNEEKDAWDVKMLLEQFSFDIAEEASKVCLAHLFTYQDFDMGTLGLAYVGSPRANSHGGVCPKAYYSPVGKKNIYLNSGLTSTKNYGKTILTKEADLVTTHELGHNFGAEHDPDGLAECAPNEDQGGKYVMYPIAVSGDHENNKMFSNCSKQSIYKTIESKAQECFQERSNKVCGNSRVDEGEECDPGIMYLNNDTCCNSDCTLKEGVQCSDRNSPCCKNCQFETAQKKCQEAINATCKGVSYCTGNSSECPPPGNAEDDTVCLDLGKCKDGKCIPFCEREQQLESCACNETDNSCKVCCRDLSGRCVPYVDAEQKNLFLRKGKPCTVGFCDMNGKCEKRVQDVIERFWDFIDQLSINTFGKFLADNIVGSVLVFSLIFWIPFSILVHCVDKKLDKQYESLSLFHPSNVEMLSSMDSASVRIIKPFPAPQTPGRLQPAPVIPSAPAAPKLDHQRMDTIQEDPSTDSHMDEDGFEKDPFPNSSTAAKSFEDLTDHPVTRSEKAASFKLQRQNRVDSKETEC
# DDE Tn6 FP inh – inhibitors of Tn6 peptide binding to human fibrin DD(E); P02675; Fibrin DD(E) TRITC-Tn6 fluorescence polarization displacement; inhibition, % at 8.3 µM; 0.21% of 370,000 active; AID 720509;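 active = inhibition above a per-campaign cutoff: mean of compounds within control limits plus 3 SD, cut at about 15% in these data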;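 note: 0% = median of all compound wells on the plate and 100% = blocking peptide control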
# ASAP1 inh – blocks human ASAP1-stimulated Arf1 GTP hydrolysis; Q9ULH1; GDP FP detection; inhibition, % at 16.5 µM; 0.19% of 360,000 active; AID 624377; in the data active = inhibition above about 25%;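 note: 0% = vehicle with enzyme and substrate and 100% = no enzyme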
# ARFGAP1 inhibitor – inhibits rat ARF GTPase activating protein 1 | Q62848 | Arfgap1-stimulated ARF1 GTP hydrolysis, GDP FP detection | inhibition, % at 16.5 µM | 0.26% of 360,000 active | AID 651572;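 active = inhibition above a per-plate limit, mean inhibition of low control wells plus 3 SD, cut at about 25% in these data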;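 note: 0% = DMSO wells with enzyme and 100% = wells lacking Arfgap1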
#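 Assay system: Rat Arfgap1 GAP domain (His6, aa 1-136), purified enzyme | Buffer or medium: HEPES 25 mM pH 7.5, NaCl 150 mM, MgCl2, DTT | Schedule: GTP hydrolysis reaction 2 h at 25 °C | Signal: FP of antibody-bound GDP Alexa 633 tracer, ex 620/em 688 nm | Measure: Percent inhibition of Arfgap1-stimulated GTP hydrolysis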
# ADAM10 inh – inhibits human ADAM10; O14672; recombinant ADAM10, EDANS/DABCYL FRET peptide cleavage, 3 h; inhibition, % at 7 µM; 0.62% of 370,000 active; AID 720582;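 active = inhibition above a per-campaign cutoff equal to the mean of compounds falling between control-based bounds plus 3 SD, cut at about 20% in these data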;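 note: 0% = DMSO wells while the 100% control is not disclosed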
# Active calls of the source: *; i = inactive; x = no result given.
# Every second line gives: PLC-gamma1 inh, SIAE primary, Tn7 DDE FP, PLC-beta3 inh, TDP2 absorb, ADAM17 inh, DDE Tn6 FP inh, ASAP1 inh, ARFGAP1 inhibitor, ADAM10 inh
CN(C)CCNC(=O)c1cccc(-c2cnc3c(NC=O)cc(-c4cccs4)cn23)c1
  -30, -8, 2, -41, 10, -12, 0, 4, 12, -37
CSc1ccc(COC(=O)c2cc([N+](=O)[O-])ccc2N2CCOCC2)cc1
  5, 4, 4, -3, -6, 2, -11, 6, 3, 9
COc1cc(NS(=O)(=O)c2ccc3c(c2)NC(=O)CO3)cc(OC)c1
  1, -2, 4, -6, -3, -3, 1, 8, 6, -2
COc1cccc(CNC(=O)C2CCC(CNS(=O)(=O)c3cccc4cccnc34)CC2)c1 (stereo not given)
  3, 0, 8, -9, -6, 2, 9, 2, -14, 0
CCC(C(=O)Nc1c(C)cccc1C)n1c(-c2ccc(-c3ccccc3)cc2)nc2ccccc21 (stereo not given)
  1, -1, 7, 8, -7, 2, -1, 2, -10, -12
CCOC(=O)N1CCC(NC(=O)c2cc(-c3ccc(OC)cc3)nc3ccccc23)CC1
  -206, -1, -5, -290, -6, -50, 1, -7, -4, -148
Cc1cc2nc(-c3ccccc3)c(Cc3ccccc3)n2c(C)c1Br
  -9, 6, 5, -13, 1, -1, -5, 5, 7, -2
O=C(COC(=O)c1cc2c(s1)CCCC2)Nc1ccc(Cl)cn1
  -2, 3, 2, -2, 3, -6, 7, 0, 11, -6
O=C(/C=C1\SC(=O)NC1=O)Nc1ccc(C(=O)O)cc1
  2, -8, 1, 4, 4, -2, -3, 1, -4, -2
O=C(NC1CCCC1)C(c1ccncc1)N(Cc1ccccc1F)C(=O)c1csnn1 (stereo not given)
  3, -1, 4, -6, 1, -5, 0, 12, 9, 0
CCCC(=O)Nc1ccc2c(c1)nc(CCN1CCCCC1)n2C
  3, 0, -2, -3, 14, -35, 8, 4, 9, -66
COc1ccc(N(CC(=O)NCc2ccc(F)cc2)C(=O)c2snc(C(N)=O)c2N)cc1
  -3, -2, -1, -11, -4, -4, 4, -4, -1, -24
O=C(Nc1cc(F)c(Br)cc1F)c1ccc(Cl)cc1
  1, -3, 4, -5, -4, 0, 6, 12, -4, 0
CC1CCN(C(=O)C2CCC(CNS(=O)(=O)c3ccc4c(c3)C(C)(C)C(=O)N4C)CC2)CC1 (stereo not given)
  3, 1, -3, 2, -1, 2, -9, 3, -4, -11
N#Cc1ccc(CSc2nnc(-c3ccccc3)n2Cc2ccco2)cc1
  -1, 3, 4, 2, 4, -4, 4, -10, 9, 3
O=C(CSc1nnc(-c2ccccc2)n1Cc1ccco1)Nc1ccccc1-c1ccccc1
  9, -7, -5, 6, -3, 4, 1, x, x, 15
CCOC(=O)C1=CCN(S(=O)(=O)c2ccccc2F)C1c1ccccc1 (stereo not given)
  0, 0, 3, 3, 3, -1, 0, 6, 1, -5
CN(CCCNC(=O)CSc1cc(=O)n(C)c2cc(Cl)ccc12)Cc1ccccc1
  1, -2, 4, -5, 6, -5, 1, -14, 4, -3
CC(=O)Oc1ccc2ccc3ccc(C(C)=O)cc3c2c1
  -266, -6, 4, -357, 1, -159, -6, -3, -1, i
Cc1ccc(CNc2ccc(N3CCN(C)CC3=O)cc2)cc1
  -1, 2, -5, 1, -1, -4, -8, 6, 3, 2
COc1cc2c(cc1OC)C(c1cccc(Cl)c1Cl)CC(=O)N2 (stereo not given)
  1, -1, 0, -6, 8, -3, -7, -5, -4, -3
CCCCN(C(=O)c1ccc(N(C)S(=O)(=O)c2ccc(C)cc2)cc1)c1c(N)n(CCC)c(=O)[nH]c1=O
  0, -3, -4, -8, -15, -3, 6, -1, 4, -15
Cc1nn(C(C)C)c(C)c1CN1CCC(C(=O)Nc2cccc(-c3cccc(F)c3)c2)CC1
  4, -3, 4, -1, 2, 2, 3, -11, -6, -3
COc1ccc(CNCC(O)COCc2cccs2)cc1 (stereo not given)
  0, 0, -10, 8, -16, 1, -2, 3, 8, 5
Cc1ccc(/C=C2/SC(=S)N(CCC(=O)NCCCN3CCOCC3)C2=O)cc1
  -1, -5, -2, -6, -5, -2, -5, 13, -1, -2
COC(=O)c1ccc(N2CCN(S(=O)(=O)c3ccc4ccccc4c3)CC2)c([N+](=O)[O-])c1
  3, 0, -3, 4, 6, 6, -8, -11, -4, 15
O=S(=O)(/N=C(/Nc1ccc(F)cc1F)c1ccccc1)c1ccc(Br)cc1
  1, -4, -5, 2, 4, 0, 1, 5, -5, -1
COc1cc(C(=O)Nc2ccccc2C(=O)Nc2ccccn2)cc(OC)c1OC
  -1, 3, 3, -4, 3, 0, -2, -5, 2, 3
CCn1cc(C(=O)Nc2sc(C)c(C)c2C(=O)OC)cn1
  -7, -2, 3, -15, -7, -4, -2, 4, 9, -8
O=C(CSc1nncs1)N1CCN(C(=O)c2ccco2)CC1
  0, 0, 8, -2, 2, -2, -2, -1, -9, -13
O=C(O)c1cccc(N2C(=O)CSC2=S)c1
  -8, -10, 3, -8, -5, -5, -4, -6, 7, -11
CCCn1c(=N)n(CCOc2ccc(OC)cc2)c2ccccc21
  3, 1, 1, 1, -9, -1, -2, -8, 5, 7
O=C(CSCc1ccccc1Cl)NN1C(=O)c2ccccc2C1=O
  0, -5, 3, -2, -6, 0, 2, -6, -3, 4
Cc1ccc(C)c(NS(=O)(=O)c2cc(C(=O)Nc3ccccc3-c3ccccc3)ccc2C)c1
  1, -68, -5, 0, 2, 5, -4, -1, 13, 18
Cc1ccc(CN2CC(C(=O)Nc3ccncc3)CC2=O)cc1 (stereo not given)
  3, -1, -7, -5, -6, 1, -5, -3, 6, -10
COC(=O)C1CN(Cc2cn(Cc3ccc(F)cc3)nn2)CCS(=O)(=O)N1Cc1ccc(F)cc1 (stereo not given)
  9, 6, -5, 6, -12, 5, 3, x, x, 11
CCc1ccc(NC(=O)CSc2nc3ccccc3c(=O)n2CCCC(=O)N2CCCC2)cc1
  -1, 2, 1, 1, 16, -2, 6, 6, -13, -4
Fc1ccccc1COc1ccc(Br)cc1CNCC1CCCO1 (stereo not given)
  1, 4, 5, 1, 0, 0, 1, 4, 11, 10
COc1cc(NC(=O)C2CCCCC2)c2ncccc2c1
  2, 6, 0, 3, -2, 6, -1, 1, -10, -8
O=C(O)CCCC(=O)N1CCc2cc(S(=O)(=O)N3CCc4ccccc43)ccc21
  1, 0, 0, 0, -1, 1, -10, 3, 5, -6

# Shown bar-delimited: 11 of the compounds above.
compound | PLC-gamma1 inh | SIAE primary | Tn7 DDE FP | PLC-beta3 inh | TDP2 absorb | ADAM17 inh | DDE Tn6 FP inh | ASAP1 inh | ARFGAP1 inhibitor | ADAM10 inh
O=S(=O)(/N=C(/Nc1ccc(F)cc1F)c1ccccc1)c1ccc(Br)cc1 | 1 | -4 | -5 | 2 | 4 | 0 | 1 | 5 | -5 | -1
COc1cc(C(=O)Nc2ccccc2C(=O)Nc2ccccn2)cc(OC)c1OC | -1 | 3 | 3 | -4 | 3 | 0 | -2 | -5 | 2 | 3
CCn1cc(C(=O)Nc2sc(C)c(C)c2C(=O)OC)cn1 | -7 | -2 | 3 | -15 | -7 | -4 | -2 | 4 | 9 | -8
O=C(CSc1nncs1)N1CCN(C(=O)c2ccco2)CC1 | 0 | 0 | 8 | -2 | 2 | -2 | -2 | -1 | -9 | -13
O=C(O)c1cccc(N2C(=O)CSC2=S)c1 | -8 | -10 | 3 | -8 | -5 | -5 | -4 | -6 | 7 | -11
CCCn1c(=N)n(CCOc2ccc(OC)cc2)c2ccccc21 | 3 | 1 | 1 | 1 | -9 | -1 | -2 | -8 | 5 | 7
O=C(CSCc1ccccc1Cl)NN1C(=O)c2ccccc2C1=O | 0 | -5 | 3 | -2 | -6 | 0 | 2 | -6 | -3 | 4
Cc1ccc(C)c(NS(=O)(=O)c2cc(C(=O)Nc3ccccc3-c3ccccc3)ccc2C)c1 | 1 | -68 | -5 | 0 | 2 | 5 | -4 | -1 | 13 | 18
Cc1ccc(CN2CC(C(=O)Nc3ccncc3)CC2=O)cc1 (stereo not given) | 3 | -1 | -7 | -5 | -6 | 1 | -5 | -3 | 6 | -10
COC(=O)C1CN(Cc2cn(Cc3ccc(F)cc3)nn2)CCS(=O)(=O)N1Cc1ccc(F)cc1 (stereo not given) | 9 | 6 | -5 | 6 | -12 | 5 | 3 | x | x | 11
CCc1ccc(NC(=O)CSc2nc3ccccc3c(=O)n2CCCC(=O)N2CCCC2)cc1 | -1 | 2 | 1 | 1 | 16 | -2 | 6 | 6 | -13 | -4

# The listing continues.
# Every second line gives: PLC-gamma1 inh, SIAE primary, Tn7 DDE FP, PLC-beta3 inh, TDP2 absorb, ADAM17 inh, DDE Tn6 FP inh, ASAP1 inh, ARFGAP1 inhibitor, ADAM10 inh
CCOC(=O)CN1C(=O)C(=O)N(Cc2ccccc2)C1=O
  -1, 0, 8, -1, 5, 0, 1, -3, -1, 3
CCn1nnc(-c2ccccc2NC(=O)c2cccc(-n3cnnn3)c2)n1
  -3, -7, -7, 2, -4, 1, 3, -1, -2, 2
CC1Cc2cc(S(=O)(=O)N3CCC(C(=O)NCc4ccco4)CC3)ccc2N1C(=O)C1CCC1 (stereo not given)
  2, 0, -6, -1, -10, 4, -2, 1, -10, -11
CC(=O)c1ccc(-n2c(C)c(C(C)=O)c3cc(O)ccc32)cc1
  -4, 2, 4, -4, 9, -5, 0, 8, 2, 2
CCCOc1ccc(C(=O)O)cc1
  0, -2, 5, -7, 6, -4, 1, 3, -4, -6
COc1ccc([N+](=O)[O-])cc1NC(=O)C(C)OC(=O)C1CC(=O)N(Cc2ccco2)C1 (stereo not given)
  6, 15, -3, -2, 12, -1, 3, -5, 5, 1
CSc1ccccc1NC(=O)CO/N=C(\C)c1cc2ccccc2o1
  2, -5, 7, 1, 5, 0, -2, -2, 3, 2
Cc1ccc(OCC(=O)NNC(=O)CCc2ccccc2)cc1
  1, -7, 1, 0, -10, -3, 1, 7, -8, -11
O=C(COC(=O)/C=C/c1nc2ccccc2s1)Nc1cccc2ccccc12
  2, 2, -1, -2, -3, 2, 4, -2, -4, 7
Cc1cc(N)n(-c2ccccc2C)n1
  2, 1, -2, 1, -9, 0, 0, 4, -9, -13
CN(C(=O)COC(=O)Cc1ccccc1[N+](=O)[O-])C1CCS(=O)(=O)C1 (stereo not given)
  3, -2, 0, -4, -1, 0, 1, -14, -17, 5
C[C@H](NC(=O)c1nc[nH]c1C(=O)N(C)CCO)c1ccccc1
  -3, -1, 2, -1, -9, -2, 3, -8, -9, -6
C=CCn1c(SCC(=O)NC2CC2)nnc1C1CC1
  1, -14, -2, -3, -9, 0, 2, 6, 7, 2

# Screening results: PubChem BioAssay, The Scripps Research Institute Molecular Screening Center
